MITF primary – inhibitors of human MITF; O75030; AlphaScreen MITF homodimerization, bead proximity signal; inhibition, % at 2.6 µM; actives 0.91% (n = 650,000); AID 1259374; in the data active = inhibition above about 50%;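 note: 0% = vehicle wells with protein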
Target sequence (O75030 whole entry, looked up): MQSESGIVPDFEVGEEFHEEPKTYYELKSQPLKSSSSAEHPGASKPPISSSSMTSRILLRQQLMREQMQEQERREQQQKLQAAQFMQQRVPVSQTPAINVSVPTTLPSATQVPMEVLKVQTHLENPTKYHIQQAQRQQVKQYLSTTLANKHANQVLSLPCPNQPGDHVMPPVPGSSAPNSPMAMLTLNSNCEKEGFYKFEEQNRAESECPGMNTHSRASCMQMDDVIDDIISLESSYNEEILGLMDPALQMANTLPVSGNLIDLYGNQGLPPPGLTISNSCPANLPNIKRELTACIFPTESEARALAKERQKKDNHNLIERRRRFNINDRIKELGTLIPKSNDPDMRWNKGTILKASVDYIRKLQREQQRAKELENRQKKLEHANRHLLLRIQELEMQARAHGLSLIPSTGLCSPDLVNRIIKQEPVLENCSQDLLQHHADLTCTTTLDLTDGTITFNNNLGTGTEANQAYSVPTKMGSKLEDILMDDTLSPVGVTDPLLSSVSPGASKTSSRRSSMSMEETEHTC
FBW7 act – activators of human E3 ligase FBW7; Q969H0; normalized activity (activation), % at 26.1 µM; AID 1259310; AlphaScreen FBW7–phospho-cyclin E peptide binding, activator screen; actives 0.13% (n = 650,000); in the data active = normalized activity above about 1.9%;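 note: purified mutant Fbw7 with reduced substrate affinity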
TEAD-YAP block – TEAD-YAP interaction inhibition; HEK-TIYL cells, TEAD-Gal4/YAP UAS-luciferase luminescence; inhibition, % at 9.12 µM; actives 1.4% (n = 640,000); in the data active = inhibition above about 32%;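 note: 0% = median of test compound wells and 100% = reference inhibitor wells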
GPR151 activ – human GPR151 activation; Q8TDV0; actives 1% (n = 650,000); activation, % at 11.2 µM; AID 1508602; PathHunter beta-arrestin GPR151 cells, luminescence; in the data active = activation above about 4.9%;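 note: 0% = median of compound wells and 100% = cells with positive control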
Target sequence (Q8TDV0 whole entry, looked up): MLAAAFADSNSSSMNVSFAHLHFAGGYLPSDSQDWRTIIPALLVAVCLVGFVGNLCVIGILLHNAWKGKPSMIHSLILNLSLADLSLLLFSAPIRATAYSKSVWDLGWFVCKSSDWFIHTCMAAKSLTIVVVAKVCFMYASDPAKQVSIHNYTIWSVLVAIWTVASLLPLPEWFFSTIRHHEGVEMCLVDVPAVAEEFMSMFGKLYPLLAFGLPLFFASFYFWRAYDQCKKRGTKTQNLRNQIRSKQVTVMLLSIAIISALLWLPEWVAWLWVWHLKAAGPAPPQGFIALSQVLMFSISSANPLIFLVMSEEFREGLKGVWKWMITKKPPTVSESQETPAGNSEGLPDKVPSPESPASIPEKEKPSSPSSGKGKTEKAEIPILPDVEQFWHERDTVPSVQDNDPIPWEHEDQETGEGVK
Starred values were filed as active, the others as inactive. An unsorted share of the library (roughly 3.5% active in at least one column).

SMILES	MITF primary	FBW7 act	TEAD-YAP block	GPR151 activ
CC(=O)NC(CCC(=O)OCc1ccccc1)C(=O)Nc1ccc(C)cc1 (stereo unspecified)	19	0.0	-4	0.8
CCc1ccc(NC(=O)C(=O)NNC(=O)c2ccccc2OC)cc1	-10	-0.3	-1	-0.4
CCN(CC)S(=O)(=O)c1cc([N+](=O)[O-])ccc1N/N=C/c1c[nH]c2ccccc12	5	-0.1	3	-0.3
CCN(CC)C(=O)C(=O)c1cn(CC(=O)NC(C)C)c2ccccc12	7	0.8	9	-0.8
CCCCCOc1ccc(C2C3=C(CC(C)(C)CC3=O)Nc3ccccc3N2C(=O)CC)cc1 (stereo unspecified)	4	0.1	3	-0.8
COc1ccc(NC(=O)c2cc(S(=O)(=O)NCCc3ccccc3)ccc2F)cc1	9	0.0	3	-0.4
CCCN1CCN(C(=O)c2sc3ncnc(N4CCc5ccccc5C4)c3c2C)CC1	-6	0.1	-3	-0.2
COC(=O)[C@H]1CN(C(=O)CN2CCCC2=O)C[C@@H]1c1ccc(F)cc1	-2	0.1	-2	-0.5
CC(=O)c1ccc(Oc2nc3c(c(=O)n(C)c(=O)n3C)n2C)cc1	-3	-0.1	-1	1.2
COc1ccccc1CNC(=O)c1sc2nc(C)[nH]c(=O)c2c1C	9	0.0	-1	0.0
CCCCOc1ccc2c(=O)c(Oc3ccccc3)coc2c1	-11	0.1	-7	-1.2
CC(=O)Nc1cccc(NC(=O)C2(c3cccs3)CCCC2)c1	-4	-0.1	-12	1.6
COc1ccc(C2C(C(N)=O)C(=O)NC(O)(c3ccccc3)C2C#N)cc1 (stereo unspecified)	14	0.0	1	-0.6
COc1cc(Nc2ccnc(Nc3cccc(N(C)C)c3)n2)cc(OC)c1OC	12	-0.1	11	1.2
N#Cc1ccc(COC(=O)c2ccccn2)cc1	28	-0.1	7	5.0*
CCSC1=NCCN1C(=O)c1ccc(C(F)(F)F)cc1	13	0.0	8	-1.9
CCOC(=O)C1=C(C)OC(N)=C(C#N)C1c1sccc1C (stereo unspecified)	-10	-0.1	4	-0.3
O=C(c1ccc(S(=O)(=O)Cc2ccccc2F)c([N+](=O)[O-])c1)N1CCc2ccccc21	2	0.0	-1	-0.2
COCCNc1nc2nonc2nc1NC(C)c1ccccc1Cl (stereo unspecified)	-1	0.1	-8	3.9
Cc1c(C(=O)Nc2ccc(Oc3ccc(Cl)cc3)cc2)sc2ncn(CC(=O)N3CCCC(C)C3)c(=O)c12 (stereo unspecified)	4	0.0	-1	-0.7
CC(C)CC1NC(=O)N(CC(=O)Nc2ccccc2C(F)(F)F)C1=O (stereo unspecified)	-5	-0.1	-4	-1.6
O=C(Nc1cccc(C(F)(F)F)c1)C(Cc1ccccc1)N1C(=O)c2ccccc2C1=O (stereo unspecified)	12	0.0	4	-1.0
COc1cc(C(=O)Oc2ccc(OC(=O)c3cc(OC)c(OC)c(OC)c3)c(S(=O)(=O)c3ccc(C)cc3)c2)cc(OC)c1OC	-4	0.1	-10	0.8
Cc1noc(NS(=O)(=O)c2ccc(NC(=O)COc3ccc(C(C)C)cc3)cc2)c1C	14	0.2	-4	0.0
Cc1c(C(=O)NC2CCCC(C)C2C)sc2ncn(CC(=O)N3CCCCC3)c(=O)c12 (stereo unspecified)	1	-0.1	8	-1.4
CSc1ccc(NC(=O)NCCNc2nc3cc4c(cc3cc2C#N)OCO4)cc1	-10	-0.1	-32	-0.4
COc1cc(/C=C(\C#N)c2ccc(C#N)cc2)c([N+](=O)[O-])cc1OC	3	0.0	8	-0.7
Clc1ccc(SCCCN2CCNCC2)cc1	32	-0.4	-6	0.1
CCN(CC)C(=O)C1CCCN(c2nc3c(Nc4cc(OC)c(OC)c(OC)c4)ncnc3n2C(C)C)C1 (stereo unspecified)	11	0.0	-3	-1.6
Cn1c(=O)c2[nH]c(NCCCN3CCOCC3)nc2n(C)c1=O	-66	0.1	3	-0.2
Cc1cccc(C(O)c2nnc(-c3ccccc3)o2)c1 (stereo unspecified)	15	0.2	-16	-1.1
O=C(Nc1nncs1)c1ccc(Oc2ccccc2)cc1	-2	1.1	-55	-0.9
Cc1nc2cc(-c3ccccc3)nn2c(C)c1CC(=O)N1CCCCCC1	9	0.6	-18	0.2
O=C(O)c1ccccc1NC(=O)c1cccc2c(Br)cccc12	1	-0.1	-10	2.4
COc1ccc(CN2CCc3nnc(C(C)NC(=O)C4CC4)n3CC2)cc1OC (stereo unspecified)	13	0.0	11	-0.6
CCCNC(=O)c1cccc(N2CCN(Cc3ccc4c(c3)OCO4)CC2)n1	-1	0.0	5	0.0
COc1ccc(NC(=O)CCCCCn2c(SCC(=O)Nc3ccc(OC)cc3OC)nc3ccsc3c2=O)cc1	8	0.0	14	0.2
Cc1cc(C)cc(NC(=O)Cn2cnc3scc(-c4ccccc4)c3c2=O)c1	-3	0.2	9	-1.0
CC(C)NC(=O)c1ccc(Cl)c([N+](=O)[O-])c1	2	0.0	2	1.2
COC(=O)NCC12CC3CC(C1)CC(CNC(=O)OC)(C3)C2	3	0.1	15	0.0

Compound profiles, as listed above.
Shown for CC(C)NC(=O)c1ccc(Cl)c([N+](=O)[O-])c1 : MITF primary = 2; FBW7 act = 0.0; TEAD-YAP block = 2; GPR151 activ = 1.2
Shown for CSc1ccc(NC(=O)NCCNc2nc3cc4c(cc3cc2C#N)OCO4)cc1 : MITF primary = -10; FBW7 act = -0.1; TEAD-YAP block = -32; GPR151 activ = -0.4
Shown for Cn1c(=O)c2[nH]c(NCCCN3CCOCC3)nc2n(C)c1=O : MITF primary = -66; FBW7 act = 0.1; TEAD-YAP block = 3; GPR151 activ = -0.2

Continued.
SMILES	MITF primary	FBW7 act	TEAD-YAP block	GPR151 activ
COc1cc([N+](=O)[O-])ccc1NC(=O)c1cc(C)cc(C)c1	16	1.1	3	-0.2
COc1cc(OC)cc(C(=O)Nc2nn[nH]n2)c1	-5	0.1	7	0.9
CCOC(=O)c1cc(CO)c(C)nc1C	5	-0.1	-2	0.5
N#CC1=C(N)N(c2cccc(C(F)(F)F)c2)C2=C(C(=O)CCC2)C1c1ccc2c(c1)OCO2 (stereo unspecified)	11	0.0	-5	5.0*
Clc1ccc(C2Nc3ccccc3C(c3ccccc3)(c3ccccc3)O2)cc1Cl (stereo unspecified)	10	0.1	16	1.1
O=C(Nc1ccc2c(c1)CCN2C(=O)C1CC1)C1CCCC1	9	0.2	-3	-0.6
Cc1noc(C)c1CCNC(=O)CN1CNC(=S)NC1	-16	0.5	-5	-0.6
CCOc1ccc2nc(NC(NC(C)=O)(C(=O)OC)C(F)(F)F)sc2c1 (stereo unspecified)	10	-0.1	-3	0.3
CC(C)(C)OC(=O)NNC(=S)NCC1CCCO1 (stereo unspecified)	5	-0.2	7	-0.2
CCOC(=O)c1c(NC(=O)c2cnn3c(C(F)(F)F)cc(-c4ccccc4)nc23)sc2c1CCC(C(C)(C)C)C2 (stereo unspecified)	8	1.0	2	0.6
COCCn1c(=NC(=O)C2CC2)sc2cc(F)ccc21	8	0.1	4	-0.5
Cc1n[nH]c(=O)nc1SCC(=O)Nc1ccc(Br)cc1	6	0.0	-3	-1.8
CC1(C)Oc2ccc(C(=O)NC3CC3)cc2N(Cc2ccccc2F)C1=O	-8	0.3	4	1.3
O=C(Nc1ccc(S(=O)(=O)c2ccc(NC(=O)c3cccc(C(F)(F)F)c3)cc2)cc1)c1cccc(C(F)(F)F)c1	-4	-0.1	-1	-0.4
O=C(Nc1ccc(O)c(-c2nc3ccccc3s2)c1)c1ccc(Cl)c([N+](=O)[O-])c1	-5	0.0	-5	0.4
COc1cccc2sc(N(Cc3cccnc3)C(=O)CCSc3ccccc3)nc12	3	0.0	4	0.4
O=[N+]([O-])c1ccc2nc(CSc3nc4ccccc4s3)[nH]c2c1	11	0.0	20	0.6
Cc1cc(C)cc(NC(=O)CN(C)S(=O)(=O)c2ccccc2)c1	-1	0.0	-1	-0.7
Cc1cc(C(=O)OC2CCOC2=O)c(C)n1-c1ccccc1 (stereo unspecified)	6	0.2	12	1.9
CCOC(=O)c1ccc(COC(=O)CCC(=O)Nc2ccccc2)c(Br)c1	3	0.0	-5	0.7
COc1c(O)ccc(/C=N/NC(=O)COc2ccccc2[N+](=O)[O-])c1[N+](=O)[O-]	-5	0.1	-27	0.3
COc1ccc(OCC(=O)Nc2ccc(S(=O)(=O)NC(C)(C)C)cc2)cc1	-3	0.5	-7	-0.8
O=C(CSc1nc2ccsc2c(=O)n1-c1ccc(F)cc1)Nc1ccccc1C(F)(F)F	4	0.0	4	-0.6
COc1cc2c(cc1OC)CN(CC(O)COC1CCCC1)CC2 (stereo unspecified)	10	0.0	7	-1.4
O=C(Nc1ccc(-c2nc3ccccc3[nH]2)cc1)c1cccs1	2	0.0	-80	-4.7
O=C(c1ccccc1F)N1CCN(c2ccc([N+](=O)[O-])c(NCc3ccco3)c2)CC1	13	-0.1	6	-1.9
CC1CCCCN1S(=O)(=O)c1ccc(NC(=O)c2ccco2)cc1 (stereo unspecified)	-9	-0.2	-8	-1.6
CC1CN(C(=O)N2CCC(C(=O)NCc3ccco3)CC2)c2cc(Cl)ccc2O1 (stereo unspecified)	9	0.1	11	-1.0
O=C1OC2(CCCCC2)OC(=O)C1=Cc1c[nH]c2ccccc12	-8	-0.1	10	-0.6
C=CCc1cc(/C=C2/NC(=O)NC2=O)cc(OCC)c1OCc1ccc(Cl)cc1	9	0.1	-4	0.5
C/C(CCS(=O)(=O)c1ccc(C)cc1)=N/NC(N)=S	0	0.0	8	0.0
CC(C)C[C@H](O)C(=O)N1CCCN(S(=O)(=O)c2cccc3cnccc23)CC1	11	0.1	7	0.3
O=C(c1ccc2ccccc2c1)C1CCCN(C(=O)c2ccncc2)C1 (stereo unspecified)	14	0.0	4	0.0
CCOC(=O)c1sc2ncn(/N=C/N(C)C)c(=O)c2c1C	5	0.0	9	7.1*
COc1ccc(N2C(=O)C3C4C=CC(CC4)C3C2=O)c([N+](=O)[O-])c1 (stereo unspecified)	-8	0.2	-3	-0.7
CC(C)Oc1ccc(OCCSc2nc3ccccc3[nH]2)cc1	-24	0.9	1	0.6
COc1cc(OC)cc(C(=O)Nc2ccc(C)cc2C(=O)c2ccccc2)c1	5	-0.1	-5	1.4
CCOC(=O)N/N=C/c1cccc(Cl)c1Cl	-5	-0.1	-18	0.8
COc1ccc(-n2c(-c3ccc(F)cc3)nc(=S)c3c2CCCC3)cc1	18	-0.1	9	-0.1
Cc1cc(N/N=C/c2ccc3c(c2)OCO3)nc2ccccc12	3	0.1	-6	1.3
Fc1cccc(-c2cnc3c(NCc4ccc5c(c4)OCO5)nccn23)c1	-1	0.5	-5	-1.3
CCCCNC(=O)c1ccc(C)c([N+](=O)[O-])c1	7	-0.1	1	0.2
CCCCNc1nc(SCC(=O)NCc2ccco2)nc2ccccc12	19	1.0	27	-1.2
CCCN(C(=O)c1cn(CC)c(=O)c2cc(OC)c(OC)cc12)c1ccccc1C	-10	0.0	-19	1.0
Cc1noc(C)c1S(=O)(=O)NC(C)Cc1ccco1 (stereo unspecified)	5	0.1	7	3.3
COc1ccc(Cn2c(=O)c3cccnc3n(CC(=O)Nc3ccccc3C)c2=O)cc1	4	0.2	-2	-2.3
CC(=O)C(Sc1ccccc1Br)C(C)=O	-2	-0.1	9	0.5
COc1ccc(C)cc1S(=O)(=O)N(C)CC(=O)Nc1ccccc1F	-2	0.0	-1	3.0
O=C(c1ccc2c(c1)OCO2)N1CCN=C1SCc1cccnc1	-6	-0.1	0	-0.7
Cc1ccc(C)c2c(=O)c3ccccc3sc12	8	0.0	-4	-0.3
CCCCOC(=O)C(C)OC(=O)c1ccc(C(=O)OC(C)C(=O)OCCCC)nc1 (stereo unspecified)	-1	0.5	-1	-0.8
Cc1ccc(N(CC(N)=O)C2SC(=O)N(Cc3ccccc3)C2=O)cc1 (stereo unspecified)	0	0.7	6	-0.6
NC(=O)C1CCN(C(c2cccc(F)c2)c2sc3nc(-c4ccco4)nn3c2O)CC1 (stereo unspecified)	-12	0.3	-3	-1.1
Cc1nnc(-c2ccc(OCC(=O)N(C(C)C)C(C)C)cc2)o1	-9	0.0	0	3.6
COc1ccccc1NC(=O)CSc1nc2ccsc2c(=O)n1CCCCCC(=O)NCCc1ccc(OC)c(OC)c1	7	0.1	-4	-0.9
CC(=O)NC(=O)c1cc2cc(Br)ccc2oc1=Nc1ccc(C(C)=O)cc1	7	0.0	5	0.8
O=C(CN1CCOCC1)NCC12CC3CC(CC(C3)C1)C2	2	-0.1	3	0.3
CCOc1ccc(NC(=O)CSc2nnc(-c3cccc(F)c3)c(-c3cccc(F)c3)n2)cc1	5	0.0	16	0.4

An excerpt from above in order of formula weight, ascending.
SMILES	MITF primary	FBW7 act	TEAD-YAP block	GPR151 activ
Cc1ccc(C)c2c(=O)c3ccccc3sc12	8	0.0	-4	-0.3
O=C(CN1CCOCC1)NCC12CC3CC(CC(C3)C1)C2	2	-0.1	3	0.3
COc1ccc(C)cc1S(=O)(=O)N(C)CC(=O)Nc1ccccc1F	-2	0.0	-1	3.0
CCCCOC(=O)C(C)OC(=O)c1ccc(C(=O)OC(C)C(=O)OCCCC)nc1 (stereo unspecified)	-1	0.5	-1	-0.8

Screening data (PubChem BioAssay)
